Screening data deposited in PubChem by The Scripps Research Institute Molecular Screening Center.
CHRM5 antagonist – antagonists of human muscarinic M5 receptor (CHRM5) | P08912 | CHO-hM5 cells, Fluo-8 calcium fluorescence, ACh EC80 | inhibition, % at 3 µM | 0.59% of 360,000 active;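 active = inhibition above a per-plate cutoff, the mean of that plate's test compounds plus 3 SD, cut at about 27% in these data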;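 note: 0% = acetylcholine EC80 with DMSO and 100% = DMSO without agonist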
CHRM1 antagonist – human CHRM1 antagonism | P11229 | CHO-K1 hM1, Fluo-8 calcium fluorescence, ACh EC80 antagonist | inhibition, % at 3 µM | 1.3% of 360,000 active | AID 588852;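 active = percent inhibition above its own plate's cutoff, namely the mean of that plate's compound wells plus 3 SD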;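 note: peak over basal fluorescence ratio during 140 s after agonist addition; 0% = ACh EC80 plus DMSO and 100% = DMSO alone without agonist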
Target sequence (P11229 whole entry, looked up): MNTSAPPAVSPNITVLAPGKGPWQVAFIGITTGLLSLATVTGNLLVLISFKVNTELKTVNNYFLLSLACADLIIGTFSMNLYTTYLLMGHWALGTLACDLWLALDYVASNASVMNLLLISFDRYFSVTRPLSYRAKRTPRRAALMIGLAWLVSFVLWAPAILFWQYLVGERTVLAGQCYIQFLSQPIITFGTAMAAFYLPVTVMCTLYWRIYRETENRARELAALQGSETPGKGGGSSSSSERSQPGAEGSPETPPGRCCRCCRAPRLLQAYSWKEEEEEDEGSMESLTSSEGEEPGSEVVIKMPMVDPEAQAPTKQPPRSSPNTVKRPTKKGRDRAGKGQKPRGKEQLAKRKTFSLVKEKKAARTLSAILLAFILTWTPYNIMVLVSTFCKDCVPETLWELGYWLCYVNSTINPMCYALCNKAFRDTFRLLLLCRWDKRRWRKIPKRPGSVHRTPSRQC
M1 PAM – positive allosteric modulators of human M1 muscarinic receptor; CHO-K1 hM1, Fluo-8 calcium fluorescence, ACh EC20; 0% = ACh EC20, 100% = maximal ACh; activation, % at 3 µM; 0.088% of 360,000 active; AID 588819; in the data active = activation above about 19%, passing the limit was not always enough
M5 PAM – positive allosteric modulators of human muscarinic M5 receptor | P08912 | CHO-K1 hM5, Fluo-8 calcium, ACh EC20 PAM; 0% = ACh EC20, 100% = ACh EC100 | activation, % at 3 µM | 0.3% of 360,000 active;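 active = activation above the run cutoff, the mean activation of all test compounds plus 3 SD, cut at about 18% in these data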
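Probe or stimulus: acetylcholine, EC20 level; Assay system: human M5 receptor in CHO-K1 cells; Schedule: compound preincubation 140 s before EC20 acetylcholine addition; Technique: intracellular calcium via Fluo-8 fluorescence; Dosing: single-point, 3 µM nominal; Read-out basis: percent activation from peak-over-basal fluorescence ratio, scaled EC20-to-EC100 acetylcholine; Repeats: one well per compound, no replicates.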
M4 ag – CHRM4 agonism in calcium assay. 0.14% of 360,000 active. activation, % at 3 µM. CHO-K1 hM4/Gqi5, Fluo-8 calcium fluorescence; vehicle 0%, full acetylcholine response 100%. P08173;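 active = activation above the run mean over all test wells plus 3 SD, cut at about 32% in these data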;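 note: peak over basal fluorescence ratio per well then scaled between controls; 0% = DMSO wells and 100% = acetylcholine at EC100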
M4 antag – blocks acetylcholine activation of human M4 receptor; P08173; CHO-hM4 cells, ACh EC80, Fluo-8 calcium fluorescence; inhibition, % at 3 µM; 0.73% of 360,000 active; AID 624125;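 active = inhibition above its plate's cutoff, the mean inhibition of sample wells plus 3 SD, cut at about 27% in these data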;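 note: 0% = acetylcholine EC80 with DMSO and 100% = DMSO without agonist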
TAAR1 ag – agonists of human TAAR1; Q96RJ0; CHO RD-HGA16 TAAR1, Fluo-8 calcium fluorescence; vehicle wells 0%, saturating PEA agonist 100%; activation, % at 3 µM; 0.99% of 360,000 active; AID 624467;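 active = activation above the mean activation of all test compounds in the run plus 3 SD, cut at about 38% in these data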
Target sequence (Q96RJ0 whole entry, looked up): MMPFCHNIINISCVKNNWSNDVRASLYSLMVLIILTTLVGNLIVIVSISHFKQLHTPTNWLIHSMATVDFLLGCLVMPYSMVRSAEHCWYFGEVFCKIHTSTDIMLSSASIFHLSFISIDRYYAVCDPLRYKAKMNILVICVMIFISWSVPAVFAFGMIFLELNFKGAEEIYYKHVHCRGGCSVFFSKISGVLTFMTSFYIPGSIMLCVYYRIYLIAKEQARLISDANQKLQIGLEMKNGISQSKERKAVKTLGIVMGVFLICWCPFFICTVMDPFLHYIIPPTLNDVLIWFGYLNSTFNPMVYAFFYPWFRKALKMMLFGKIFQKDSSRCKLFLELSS
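System: CHO-derived RD-HGA16 cells with stable Gα16 and human TAAR1. Times: 17-24 h plating, Fluo-8 75 min 37 °C, 30 min RT. Measured by: calcium-sensitive Fluo-8 signal, excitation 470-495, emission 515-575 nm. Read-out basis: % activation relative to PEA EC100 response. Control set: DMSO and PEA EC100. Repeats: no replicates (n 1).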
M1 ag – activates human CHRM1 receptor; CHO-K1 hM1, Fluo-8 calcium fluorescence, agonist mode; 0% DMSO, 100% acetylcholine EC100; 0.33% of 360,000 active; activation, % at 3 µM; P11229; AID 588814;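 active = activation above the run's mean compound activation plus 3 SD, cut at about 16% in these data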;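 note: peak over basal fluorescence ratio within a 140 s kinetic read after compound addition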
M5 ag – CHRM5 agonism in calcium assay; 0.19% of 360,000 active; CHO-K1 hM5 cells, Fluo-8 calcium fluorescence; 0% DMSO wells, 100% maximal acetylcholine response; activation, % at 3 µM; P08912; AID 624037;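 active = activation above the run's mean over test compounds plus 3 SD, cut at about 23% in these data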;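 note: signal is peak over basal fluorescence ratio across the kinetic read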
* = called active by the depositor; . = not tested or not shown.

M5 ag	M4 ag	M1 PAM	M5 PAM	M4 antag	M1 ag	TAAR1 ag	CHRM1 antagonist	CHRM5 antagonist	Structure
0	1	10	3	8	-2	1	-7	-1	O=C(O)CCn1[nH]c(=O)c2ccccc2c1=O
-2	8	14	-1	0	3	2	-6	11	CCOC(=O)C1CCCN(C(=O)Cn2ncc3c([nH]c4ccc(C)cc43)c2=O)C1 (stereo unspecified)
-5	0	-5	-3	-7	-9	-1	-9	-3	O=C(CCN1CCCCC1c1cccnc1)NCc1ccccc1 (stereo unspecified)
-4	3	4	-5	-15	-7	1	-1	-4	CC(=O)CSc1ncnc2c1cnn2-c1ccccc1
-2	1	4	-2	-9	-3	-1	0	0	CCCNC(=O)Cn1nc(C)n2c(cc3cc(F)ccc32)c1=O
0	0	8	-3	5	-1	1	-5	6	CC(C)(C)c1nnc(NC(=O)Cc2ccccc2[N+](=O)[O-])s1
1	0	16	6	-9	-11	0	-20	-5	CC1CC(C)CN(CCCNC(=O)c2ccc3nc(N4CCOCC4)sc3c2)C1 (stereo unspecified)
0	1	9	-4	-4	0	4	-22	6	C=CCNC(=O)C1CC(=O)N(c2ccc(OCC(=O)Nc3cccc(OC)c3)cc2)C1 (stereo unspecified)
-8	3	1	-2	-15	-3	6	-3	-10	CN1CCN(Cc2c(C(=O)N/N=C/c3cccc(Br)c3)nnn2-c2nonc2N)CC1
1	0	3	4	-5	-3	3	0	-2	COC(Cn1c(-c2cccc(S(=O)(=O)N(C)C)c2)n[nH]c1=S)OC
0	9	-3	-9	-7	-4	0	4	9	O=C1OCCC1Sc1nnc(-c2ccc(Cl)cc2Cl)o1 (stereo unspecified)
-3	0	8	6	-2	-11	0	-1	-7	COc1ccc(C)cc1NC(=O)N1CCCc2ccccc21
-2	1	12	-1	4	-6	2	4	-2	COc1ccc(CC(NC(C)=O)C(=O)N2CCN(C(=O)Nc3cccc(F)c3)CC2)cc1OC (stereo unspecified)
0	0	1	-3	9	-3	6	3	1	CCOC(=O)COc1ccc2cc(C(=O)OCC)c(=O)oc2c1
4	1	16	-2	-10	1	5	-16	2	N#Cc1ccc(CN2CCN(C(=O)CN3C(=O)NC4(CCCC4)C3=O)CC2)cc1

(continued)
M5 ag	M4 ag	M1 PAM	M5 PAM	M4 antag	M1 ag	TAAR1 ag	CHRM1 antagonist	CHRM5 antagonist	Structure
2	12	0	-8	-8	-5	3	-4	0	CCc1ccccc1S(=O)(=O)Cc1ccc(C(=O)NCc2ccc3c(c2)OCO3)o1
0	0	1	-3	12	-4	4	8	-2	C#CCSc1nnc(-c2ccc(O)cc2)o1
4	1	6	-1	-2	0	9	2	5	NC(=O)c1ccc(NC(=O)COC(=O)c2ccc(Cl)nc2)cc1
3	0	4	-6	11	-1	2	-11	9	CCc1ccc(NC(=O)C2C3CCC(O3)C2C(=O)O)cc1 (stereo unspecified)
-1	0	3	-2	1	-4	1	-3	10	CCSc1ccccc1C(=O)NCc1cccnc1
-4	0	3	1	15	-7	0	-4	4	COc1cccc(-c2ccc3nnc(SCC(=O)N4CCCC4)n3n2)c1
0	2	6	9	-9	-8	3	-7	-9	O=C(CC1C(=O)NCCN1CC1CCCCC1)NCc1ccc(Cl)cc1 (stereo unspecified)
-3	1	14	5	-4	-1	-1	-18	-13	O=C(Nc1ccccc1N1CCCC1)c1ccc([N+](=O)[O-])o1
-4	0	2	0	2	-1	2	-5	-1	c1ccc(-c2cc(-c3ccncc3)nc3ccc4ccccc4c23)cc1
0	0	1	-5	-6	-4	.	4	12	Cc1[nH]nc2c1C1(CCOCC1)C(C#N)=C(N)O2
2	-1	7	0	1	-9	2	-13	3	Cn1cccc1Cc1nnc(SCC(=O)N2CCN(c3ccccc3)CC2)n1-c1ccc(F)cc1
-3	1	7	2	-9	-1	0	-12	-1	COc1ccc(C(=O)Nc2cccc(C(=O)N3CCN(C)CC3)c2)cc1
-8	1	0	-1	4	-6	9	-4	8	COCc1c(Br)c(C)nc(OCC(=O)N/N=C/c2ccc(C)o2)c1C#N
-2	2	7	-1	3	-6	0	-6	1	O=C(N/C(=C/C=C/c1ccccc1)C(=O)N1CCOCC1)c1ccccc1Br
4	-1	-2	5	0	0	0	6	-6	O=C(NC(=S)Nc1ccc(Oc2ccccc2)cc1)c1ccc(Cl)cc1

(cont.)
M5 ag	M4 ag	M1 PAM	M5 PAM	M4 antag	M1 ag	TAAR1 ag	CHRM1 antagonist	CHRM5 antagonist	Structure
1	2	-5	0	-8	2	0	14	-2	Cc1ccc(S(=O)(=O)Cn2nnnc2C(c2ccccn2)N2CCN(c3ccccc3)CC2)cc1 (stereo unspecified)
-2	2	8	-11	3	-1	1	-4	15	O=C(CCc1c[nH]c2ccccc12)Nc1ncccc1O
-3	4	-5	5	-6	-2	11	-1	-9	CCN(CC)S(=O)(=O)c1ccc(N2CCN(S(=O)(=O)c3ccccc3C#N)CC2)nc1
-5	1	10	-1	-12	-4	-1	-2	5	Cc1c(Cl)cccc1NC(=O)CC(Cc1ccccc1)C(=O)O (stereo unspecified)
0	0	7	12	2	-1	0	-4	-2	Cc1ccc(S(=O)(=O)N2CCN(C)CC2)cc1C(=O)NC1CCCCC1
-3	1	6	1	-4	-6	5	-10	6	CCOCCCn1c(=NC(=O)c2cccs2)c(C#N)cc2c(=O)n3ccccc3nc21
-6	1	2	-3	2	-7	2	2	8	Cc1cc(Cn2ccnc2)c(C)c([N+](=O)[O-])c1Cn1ccnc1
-1	2	14	11	-8	1	32	-13	-2	Cc1[nH][nH]c(=O)c1C(c1ccc(-c2ccc(Cl)c(Cl)c2)o1)c1c(C)[nH][nH]c1=O
-5	-1	0	-3	0	-3	-3	9	7	Cc1ccc(-c2ccc(=O)n(CC(=O)NCc3ccc(F)cc3)n2)cc1
-4	1	1	1	-1	-4	15	-5	0	COC(=O)CSc1nc(NC(C)=O)nc(C)c1Br
-3	0	4	3	5	-3	9	9	12	N#CC(NC(=O)OCc1ccccc1)c1ccccc1 (stereo unspecified)
-1	4	6	1	0	-6	1	-6	3	O=[N+]([O-])c1cccnc1N1CCN(c2ccc(F)cc2)CC1
-2	2	-5	7	4	-1	0	12	-7	NS(=O)(=O)c1ccc(CNC(=S)NC2CCCC2)cc1
-4	1	17	7	6	0	2	-20	-3	CCOC(=O)c1ccccc1NS(=O)(=O)c1cnn(CC)c1C
1	5	2	-1	-13	-2	21	5	-6	COc1cccc(C(=O)c2c[nH]c(C(=O)NCc3cccs3)c2)c1

Following part.
M5 ag	M4 ag	M1 PAM	M5 PAM	M4 antag	M1 ag	TAAR1 ag	CHRM1 antagonist	CHRM5 antagonist	Structure
1	0	6	3	6	-2	3	-11	1	CN(C(=O)COC(=O)c1cc(=O)[nH]c2ccccc12)c1c(N)n(Cc2ccccc2)c(=O)[nH]c1=O
1	1	9	2	-1	-2	9	-12	5	CCN(CC)S(=O)(=O)c1cccc(-c2n[nH]c(=S)n2Cc2ccccc2)c1
5	12	-12	-9	3	3	44*	12	12	CN(C)c1ccc(Sc2ccc3nc(N)nc(N)c3c2)cc1
0	-1	4	-4	4	0	6	-1	-6	COc1ccccc1CNCc1cc(=O)oc2c(C)c(C)ccc12
-2	11	2	-5	-11	-11	0	-10	-2	COc1ccc(NC(=O)CN(c2cc(C)cc(C)c2)S(=O)(=O)c2c(C)n[nH]c2C)cc1
-1	2	7	-9	-3	-4	4	-2	5	O=C(NCC1CCN(S(=O)(=O)c2ccccc2)CC1)Nc1ccc(F)cc1F
2	1	0	0	5	-6	0	0	3	O=C(NNc1nc2ccccc2s1)Nc1ccccc1
4	4	4	-4	2	-4	20	3	18	O=C(NCc1nnc(SCc2ccccc2)n1-c1ccc(F)cc1)C12CC3CC(CC(C3)C1)C2
-2	0	2	4	-2	-9	2	-10	-2	CC(C)c1ccc(CNC(=O)C2(C)CCCN2C)cc1 (stereo unspecified)
-4	13	-5	-8	6	-2	7	11	12	CC1CCCCC1NC(=O)c1nn(C)c2c1CS(=O)(=O)c1ccccc1-2 (stereo unspecified)
-4	8	4	5	-23	-3	1	-9	-3	COc1cccc(OC)c1C(=O)Nc1cccc(-n2cnnn2)c1
-3	2	-3	-6	1	-5	8	-9	7	O=C(CCN1CCN(c2ccc(Cl)cc2)CC1)Nc1ccccc1F
3	1	-2	9	-4	0	0	7	-2	CCC(C)NC(=O)Cn1cnc2sc(C)c(S(=O)(=O)N3CCCCC3)c2c1=O (stereo unspecified)
-10	2	-16	-3	-16	-5	0	39*	-2	CC(C)Oc1cccc(C(=O)C2CCCN(C(=O)c3cncs3)C2)c1 (stereo unspecified)
-3	1	8	-3	2	-3	0	-12	7	Cn1cnnc1SCC(=O)NC1CCCC1

Ordered by count of non-hydrogen atoms (smallest number first): part of the list above.
M5 ag	M4 ag	M1 PAM	M5 PAM	M4 antag	M1 ag	TAAR1 ag	CHRM1 antagonist	CHRM5 antagonist	Structure
-3	1	8	-3	2	-3	0	-12	7	Cn1cnnc1SCC(=O)NC1CCCC1
2	1	0	0	5	-6	0	0	3	O=C(NNc1nc2ccccc2s1)Nc1ccccc1
5	12	-12	-9	3	3	44*	12	12	CN(C)c1ccc(Sc2ccc3nc(N)nc(N)c3c2)cc1
1	5	2	-1	-13	-2	21	5	-6	COc1cccc(C(=O)c2c[nH]c(C(=O)NCc3cccs3)c2)c1
-10	2	-16	-3	-16	-5	0	39*	-2	CC(C)Oc1cccc(C(=O)C2CCCN(C(=O)c3cncs3)C2)c1 (stereo unspecified)
-4	13	-5	-8	6	-2	7	11	12	CC1CCCCC1NC(=O)c1nn(C)c2c1CS(=O)(=O)c1ccccc1-2 (stereo unspecified)
1	1	9	2	-1	-2	9	-12	5	CCN(CC)S(=O)(=O)c1cccc(-c2n[nH]c(=S)n2Cc2ccccc2)c1
3	1	-2	9	-4	0	0	7	-2	CCC(C)NC(=O)Cn1cnc2sc(C)c(S(=O)(=O)N3CCCCC3)c2c1=O (stereo unspecified)
-2	11	2	-5	-11	-11	0	-10	-2	COc1ccc(NC(=O)CN(c2cc(C)cc(C)c2)S(=O)(=O)c2c(C)n[nH]c2C)cc1
4	4	4	-4	2	-4	20	3	18	O=C(NCc1nnc(SCc2ccccc2)n1-c1ccc(F)cc1)C12CC3CC(CC(C3)C1)C2
1	0	6	3	6	-2	3	-11	1	CN(C(=O)COC(=O)c1cc(=O)[nH]c2ccccc12)c1c(N)n(Cc2ccccc2)c(=O)[nH]c1=O

These rows are one share of the data; count on the stated rates, not on these rows.
